TNAP act hi DEA = TNAP (human) activation, high acceptor. 200,000 tested, under 10 active. activation factor at 20 µM. purified TNAP, CDP-star luminescence, 1 M DEA, 30 min; stronger effect = higher value; 0 = EDTA background, 1 = DMSO-only activity. P05186;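 active = activation factor at least 2 at 20 µM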
Target sequence (P05186 whole entry, looked up): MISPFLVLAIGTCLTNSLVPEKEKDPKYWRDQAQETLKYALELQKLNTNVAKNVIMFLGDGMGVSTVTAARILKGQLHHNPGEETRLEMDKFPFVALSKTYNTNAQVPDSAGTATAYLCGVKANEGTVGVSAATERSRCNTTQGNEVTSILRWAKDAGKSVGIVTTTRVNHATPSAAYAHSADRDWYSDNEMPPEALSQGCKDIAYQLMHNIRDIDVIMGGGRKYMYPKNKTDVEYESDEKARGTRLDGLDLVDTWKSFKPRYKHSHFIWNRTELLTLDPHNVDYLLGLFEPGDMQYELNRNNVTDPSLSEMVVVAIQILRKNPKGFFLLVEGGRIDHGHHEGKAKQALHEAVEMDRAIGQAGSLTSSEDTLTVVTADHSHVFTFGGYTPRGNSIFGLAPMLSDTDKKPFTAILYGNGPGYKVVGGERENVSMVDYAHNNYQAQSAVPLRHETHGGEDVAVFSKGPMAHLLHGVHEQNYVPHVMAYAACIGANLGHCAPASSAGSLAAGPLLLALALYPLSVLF
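Test system – human TNAP · Doses – 20 µM single point · Incubation – 30 min, room temperature · Signal – luminescent substrate turnover signal · Read-out basis – activation factor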
PPARg SRC1 recr = promotes SRC-1 coactivator recruitment by human PPARgamma; AID 631; activation, % at 8 µM; 200,000 tested, 0.41% active; PPARgamma-SRC-1 coactivator recruitment biochemical assay; in the data active = activation above about 19%;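 also: 0% = DMSO and 100% = reference agonist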
Target sequence (P37231 whole entry, looked up): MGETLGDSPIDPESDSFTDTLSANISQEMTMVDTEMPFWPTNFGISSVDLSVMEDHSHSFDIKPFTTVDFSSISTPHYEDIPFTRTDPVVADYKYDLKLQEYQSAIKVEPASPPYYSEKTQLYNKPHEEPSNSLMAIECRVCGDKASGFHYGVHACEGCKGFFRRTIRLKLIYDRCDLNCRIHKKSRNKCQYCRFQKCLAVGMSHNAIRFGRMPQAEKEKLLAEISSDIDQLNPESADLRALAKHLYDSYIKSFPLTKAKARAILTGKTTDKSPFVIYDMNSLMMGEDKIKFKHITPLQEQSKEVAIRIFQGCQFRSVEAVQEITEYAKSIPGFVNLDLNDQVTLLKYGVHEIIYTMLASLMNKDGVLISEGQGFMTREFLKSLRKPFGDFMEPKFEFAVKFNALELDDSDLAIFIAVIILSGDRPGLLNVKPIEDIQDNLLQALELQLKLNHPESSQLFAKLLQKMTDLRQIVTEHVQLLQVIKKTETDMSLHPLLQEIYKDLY
PPARg SRC3 recr = agonists of human PPARgamma SRC-3 coactivator recruitment; biochemical PPARgamma/SRC-3 coactivator recruitment assay; AID 731; activation, % at 8 µM; P37231; 200,000 tested, 0.26% active; in the data active = activation above about 23%;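 also: 0% = DMSO and 100% = reference agonist; some compounds past the cut are filed as inactive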
HMGR II inh = E. faecalis class II HMG-CoA reductase inhibition. purified E. faecalis HMGR, NADPH absorbance 340 nm kinetic. inhibition, % at 10 µM. 190,000 tested, 0.41% active;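 active = inhibition above a set limit, the median over all tested compounds plus 3 SD, cut at about 9.5% in these data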;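 also: enzyme runs in reverse so mevalonate oxidation gives rising NADPH absorbance; 0% = complete reaction with DMSO and 100% = background rate lacking mevalonate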
TR-FRET SRC-2 ct = flags TR-FRET format artefacts in PPARgamma SRC-2 recruitment agonist screen; TR-FRET artefact counter-screen; stronger effect = higher value; TR-FRET ratio at 8 µM; 200,000 tested, 0.4% active; in the data active = TR-FRET ratio above about 2000; also: inactives centre near 1500; reference of the scale not given here
TNAP inh no acc = inhibitors of human TNAP without phosphate acceptor. P05186. purified TNAP, CDP-star luminescence, 30 min. inhibition, % at 20 µM. 200,000 tested, 0.26% active. AID 1012;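 active = tissue-nonspecific alkaline phosphatase inhibition above about 50% at 20 µM in the single-dose screen, limit read from the data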;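 also: 0% = DMSO negative control and 100% = EDTA positive control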
TNAP inh hi DEA = inhibitors of human TNAP at high phosphate acceptor concentration. P05186. purified TNAP, CDP-star luminescence, 1 M DEA. inhibition, % at 20 µM. 200,000 tested, 0.03% active;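 active = over 50% inhibition of tissue-nonspecific alkaline phosphatase at 20 µM in the single-dose screen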;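 also: plate controls were DMSO wells for no effect and EDTA-quenched wells as full inhibition for full effect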
bIAP inhibitor = intestinal alkaline phosphatase (bovine) inhibition. purified bovine IAP, CDP-star luminescence, 30 min. inhibition, % at 20 µM. 190,000 tested, under 10 active. AID 1019;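 active = over 50% inhibition of intestinal alkaline phosphatase at 20 µM in the single-dose screen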
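Assay system – bovine IAP enzyme · Quantity – bovine IAP at 1/65,000,000 final dilution · Detection – CDP-star luminescence signal · Times – 30 min reaction at room temperature · Also added – CDP-star substrate at 30 µM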
PPARg SRC-2 ag = agonists of SRC-2 recruitment by human PPARgamma; P37231; activation, % at 8 µM; PPARgamma LBD-SRC-2 recruitment, biochemical; AID 1032; 200,000 tested, 0.34% active; in the data active = activation above about 22%;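 also: 0% = vehicle and 100% = reference agonist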
bIAP act = intestinal alkaline phosphatase (bovine) activation; AID 1016; purified bovine IAP, CDP-star luminescence, 30 min; stronger effect = higher value; fold of DMSO-control signal, blank-subtracted; activation factor at 20 µM; 200,000 tested, 0.17% active;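 active = activation factor of 2 or more at 20 µM, a signal rise over negative controls twice the positive control's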
Numbers without * were called inactive.

`O=S(=O)(Nc1ccncc1)c1ccc(Cl)cc1` gave TNAP act hi DEA 1, PPARg SRC1 recr -2.4, PPARg SRC3 recr -2.5, HMGR II inh -3.1, TR-FRET SRC-2 ct 1541, TNAP inh no acc -1.0, TNAP inh hi DEA -3.0, bIAP inhibitor 8.2, PPARg SRC-2 ag 7.6 and bIAP act 0.9.
For COc1ccc(-c2cc(N)n(S(=O)(=O)c3ccc(C)cc3)n2)c(OC)c1 the results were TNAP act hi DEA 1, PPARg SRC1 recr 1.1, PPARg SRC3 recr 3.6, HMGR II inh -6.0, TR-FRET SRC-2 ct 1783, TNAP inh no acc -5.7, TNAP inh hi DEA -4.2, bIAP inhibitor 6.1, PPARg SRC-2 ag 4.3 and bIAP act 0.9.
For CC(C)C(=O)N(c1ccc(F)cc1)C1C=CS(=O)(=O)C1 (stereo not given) the results were TNAP act hi DEA 1, PPARg SRC1 recr 2.2, PPARg SRC3 recr -4.7, HMGR II inh -2.5, TR-FRET SRC-2 ct 1408, TNAP inh no acc -9.2, TNAP inh hi DEA -2.7, bIAP inhibitor 7.6, PPARg SRC-2 ag -14.5 and bIAP act 0.9.
For Cc1ccccc1OCC(=O)Nc1ccc2oc(=O)ccc2c1 the results were TNAP act hi DEA 1, PPARg SRC1 recr 6.0, PPARg SRC3 recr 2.8, HMGR II inh 0.9, TR-FRET SRC-2 ct 1643, TNAP inh no acc -5.7, TNAP inh hi DEA -3.3, bIAP inhibitor 1.9, PPARg SRC-2 ag -2.7 and bIAP act 1.
For CCOc1cc(/C=C2\SC(=N)N(c3nccs3)C2=O)ccc1OCCN1CCOCC1 the results were TNAP act hi DEA 0.9, PPARg SRC1 recr 12.7, PPARg SRC3 recr 2.7, HMGR II inh -2.5, TR-FRET SRC-2 ct 1584, TNAP inh no acc -31.6, TNAP inh hi DEA 5.7, bIAP inhibitor 8.3, PPARg SRC-2 ag 5.3 and bIAP act 0.9.
Screening CCc1ncc(C(=O)c2ccc(OC)cc2)n1C returned TNAP act hi DEA 1.1, PPARg SRC1 recr 3.4, PPARg SRC3 recr -5.5, HMGR II inh -1.0, TR-FRET SRC-2 ct 1629, TNAP inh no acc 0.9, TNAP inh hi DEA -8.8, bIAP inhibitor -5.1, PPARg SRC-2 ag 0.2 and bIAP act 1.1.
For Cc1cccc(NS(=O)(=O)c2ccc3c(c2)NC(=O)CC(=O)N3)c1 the results were TNAP act hi DEA 1.1, PPARg SRC1 recr 1.6, PPARg SRC3 recr 0.5, HMGR II inh 2.0, TR-FRET SRC-2 ct 1575, TNAP inh no acc -16.2, TNAP inh hi DEA -5.5, bIAP inhibitor -2.9, PPARg SRC-2 ag 2.9 and bIAP act 1.
`CCCCOc1ccc2c(C)cc(=O)oc2c1OCCCC` gave TNAP act hi DEA 1, PPARg SRC1 recr 2.4, PPARg SRC3 recr -1.8, HMGR II inh -5.8, TR-FRET SRC-2 ct 1370, TNAP inh no acc -4.2, TNAP inh hi DEA 0.1, bIAP inhibitor 4.2, PPARg SRC-2 ag 6.3 and bIAP act 1.
`c1ccc2c(c1)OCCOCCOCCOCCOCCOc1ccccc1OCCOCCOCCO2` gave TNAP act hi DEA 1.1, PPARg SRC1 recr -1.2, PPARg SRC3 recr 2.2, HMGR II inh 1.1, TR-FRET SRC-2 ct 1533, TNAP inh no acc -10.7, TNAP inh hi DEA -7.4, bIAP inhibitor 8.8, PPARg SRC-2 ag 4.7 and bIAP act 0.9.
Screening Cc1ccc(/C=C/C(=O)c2c(C)cc(C)[nH]c2=O)cc1 returned TNAP act hi DEA 1, PPARg SRC1 recr -8.6, PPARg SRC3 recr 10.9, HMGR II inh -4.5, TR-FRET SRC-2 ct 1279, TNAP inh no acc -9.8, TNAP inh hi DEA -2.5, bIAP inhibitor 4.9, PPARg SRC-2 ag -8.9 and bIAP act 1.
For O=[N+]([O-])c1nn(-c2ccc3c(c2)OCCO3)n(O)c1=NC1CCCC1 the results were TNAP act hi DEA 0.9, PPARg SRC1 recr 2.4, PPARg SRC3 recr 1.4, HMGR II inh -4.2, TR-FRET SRC-2 ct 1538, TNAP inh no acc -3.7, TNAP inh hi DEA 7.3, bIAP inhibitor 14.8, PPARg SRC-2 ag 15.8 and bIAP act 0.9.
`Cc1ccccc1-c1nnc(-c2ccccc2C)o1` gave TNAP act hi DEA 1, PPARg SRC1 recr -0.3, PPARg SRC3 recr 1.1, HMGR II inh 4.9, TR-FRET SRC-2 ct 1643, TNAP inh no acc -11.9, TNAP inh hi DEA -3.2, bIAP inhibitor 19.3, PPARg SRC-2 ag 16.6 and bIAP act 0.8.
For CCc1cccc(NC(=O)COc2ccccc2)c1 the results were TNAP act hi DEA 1.1, PPARg SRC1 recr -4.8, PPARg SRC3 recr 1.2, HMGR II inh -2.7, TR-FRET SRC-2 ct 1451, TNAP inh no acc -7.9, TNAP inh hi DEA -6.6, bIAP inhibitor 30.5, PPARg SRC-2 ag -5.7 and bIAP act 0.7.
Screening CN=C1S/C(=C\c2cccn2-c2cccc(Br)c2)C(=O)N1C returned PPARg SRC1 recr 5.9, PPARg SRC3 recr 0.0, TR-FRET SRC-2 ct 1540 and PPARg SRC-2 ag -0.4.
O=C(O)c1ccc(S(=O)(=O)N2CCC(c3nc(-c4ccccc4Cl)no3)CC2)cc1 was read as TNAP act hi DEA 1, PPARg SRC1 recr 2.3, PPARg SRC3 recr 11.4, HMGR II inh 0.8, TR-FRET SRC-2 ct 1417, TNAP inh no acc -10.1, TNAP inh hi DEA -4.4, bIAP inhibitor -7.6, PPARg SRC-2 ag 4.0 and bIAP act 1.1.
`O=C(COC(=O)c1ccccc1Br)Nc1ccc(F)cc1` gave TNAP act hi DEA 1, PPARg SRC1 recr 11.2, PPARg SRC3 recr 2.5, HMGR II inh -4.8, TR-FRET SRC-2 ct 1510, TNAP inh no acc -8.2, TNAP inh hi DEA -4.0, bIAP inhibitor 12.5, PPARg SRC-2 ag 9.0 and bIAP act 0.9.
For CCCC1C2C(=O)N(c3ccccc3OC)C(=O)C2ON1c1ccccc1 (stereo not given) the results were TNAP act hi DEA 1, PPARg SRC1 recr 2.9, PPARg SRC3 recr 12.7, HMGR II inh 0.2, TR-FRET SRC-2 ct 1506, TNAP inh no acc -6.8, TNAP inh hi DEA -4.4, bIAP inhibitor -4.6, PPARg SRC-2 ag 8.1 and bIAP act 1.
`COc1ccccc1CNC(=O)c1cnc2ccccn2c1=O` gave TNAP act hi DEA 1, PPARg SRC1 recr -2.7, PPARg SRC3 recr 1.8, HMGR II inh 0.6, TR-FRET SRC-2 ct 1312, TNAP inh no acc -7.4, TNAP inh hi DEA -4.4, bIAP inhibitor 10.4, PPARg SRC-2 ag -1.3 and bIAP act 0.9.
For Cc1cc(Cl)c(S(=O)(=O)NCc2cccnc2)cc1OCC(N)=O the results were TNAP act hi DEA 1, PPARg SRC1 recr 6.2, PPARg SRC3 recr 1.9, HMGR II inh -0.5, TR-FRET SRC-2 ct 1473, TNAP inh no acc -14.4, TNAP inh hi DEA -0.3, bIAP inhibitor 1.3, PPARg SRC-2 ag 5.8 and bIAP act 1.
CN(C)c1ccc(N=Nc2ccccc2C(=O)OCC(=O)N2CCCCCC2)cc1 was read as TNAP act hi DEA 0.7, PPARg SRC1 recr 3.9, PPARg SRC3 recr 5.5, HMGR II inh -1.3, TR-FRET SRC-2 ct 1630, TNAP inh no acc 23.5, TNAP inh hi DEA 32.3, bIAP inhibitor -9.1, PPARg SRC-2 ag -7.0 and bIAP act 1.1.
Screening Cc1cccc(NC2SC(=O)NC2=O)c1 (stereo not given) returned TNAP act hi DEA 1, PPARg SRC1 recr 3.8, PPARg SRC3 recr 5.4, HMGR II inh 3.7, TR-FRET SRC-2 ct 1522, TNAP inh no acc -5.2, TNAP inh hi DEA 1.6, bIAP inhibitor -4.3, PPARg SRC-2 ag 3.6 and bIAP act 1.
For Cc1cc(Cl)ccc1OCC(=O)N1CCCN(C(=O)COc2ccc(Cl)cc2C)CC1 the results were TNAP act hi DEA 1, PPARg SRC1 recr -6.5, PPARg SRC3 recr -3.9, HMGR II inh -4.6, TR-FRET SRC-2 ct 1523, TNAP inh no acc -6.5, TNAP inh hi DEA 1.1, bIAP inhibitor 15.0, PPARg SRC-2 ag -4.5 and bIAP act 0.8.
Screening O=C(OCc1cc2ccccc2[nH]c1=O)c1cccs1 returned TNAP act hi DEA 0.9, PPARg SRC1 recr -2.9, PPARg SRC3 recr -1.1, HMGR II inh -3.9, TR-FRET SRC-2 ct 1574, TNAP inh no acc -10.1, TNAP inh hi DEA 6.2, bIAP inhibitor 1.3, PPARg SRC-2 ag 3.5 and bIAP act 1.
CCc1cc(C(c2ccncc2)N2CCN(C)CC2)c(NC(=O)c2ccccc2)s1 (stereo not given) was read as TNAP act hi DEA 1, PPARg SRC1 recr -4.1, PPARg SRC3 recr 2.1, HMGR II inh -3.5, TR-FRET SRC-2 ct 1483, TNAP inh no acc -2.6, TNAP inh hi DEA -2.1, bIAP inhibitor 4.6, PPARg SRC-2 ag 0.2 and bIAP act 1.
For O=C(CN1CCC(n2nnc3cc(F)ccc32)CC1)NCc1ccco1 the results were TNAP act hi DEA 1, PPARg SRC1 recr 1.1, PPARg SRC3 recr 5.7, HMGR II inh -4.9, TR-FRET SRC-2 ct 1415, TNAP inh no acc -16.9, TNAP inh hi DEA -4.2, bIAP inhibitor -16.0, PPARg SRC-2 ag 1.5 and bIAP act 1.2.
For C(=C\c1ccccc1)/CSc1nnc(-c2cccnc2)n1Cc1ccco1 the results were TNAP act hi DEA 1.1, PPARg SRC1 recr 13.2, PPARg SRC3 recr 2.8, HMGR II inh -4.3, TR-FRET SRC-2 ct 1588, TNAP inh no acc 0.9, TNAP inh hi DEA -6.7, bIAP inhibitor -5.3, PPARg SRC-2 ag 3.6 and bIAP act 1.1.
Screening CC(Cl)c1cc(-c2ncc(C(F)(F)F)cc2Cl)no1 (stereo not given) returned TNAP act hi DEA 1, PPARg SRC1 recr 13.3, PPARg SRC3 recr 3.1, HMGR II inh -9.4, TR-FRET SRC-2 ct 1479, TNAP inh no acc -6.0, TNAP inh hi DEA -0.1, bIAP inhibitor -4.2, PPARg SRC-2 ag -5.3 and bIAP act 1.
`Cc1cc(OCC(=O)N2CCOCC2)ccc1NC(=O)C1CCCCC1` gave TNAP act hi DEA 1, PPARg SRC1 recr -3.0, PPARg SRC3 recr 1.4, HMGR II inh 0.8, TR-FRET SRC-2 ct 1525, TNAP inh no acc -13.2, TNAP inh hi DEA -3.4, bIAP inhibitor 9.8, PPARg SRC-2 ag -0.9 and bIAP act 0.9.
`CCOC(=O)CNC(=O)CSc1nnc(-c2ccc(OC)cc2)n1CC` gave TNAP act hi DEA 0.9, PPARg SRC1 recr -2.8, PPARg SRC3 recr 5.0, HMGR II inh -0.1, TR-FRET SRC-2 ct 1527, TNAP inh no acc -7.2, TNAP inh hi DEA 6.7, bIAP inhibitor -3.5, PPARg SRC-2 ag 9.2 and bIAP act 1.
For COCCCN1CN(S(=O)(=O)c2ccc(Cl)cc2)c2nc3ccccc3nc21 the results were TNAP act hi DEA 1, PPARg SRC1 recr 7.9, PPARg SRC3 recr -0.3, HMGR II inh -0.2, TR-FRET SRC-2 ct 1562, TNAP inh no acc -0.2, TNAP inh hi DEA -3.2, bIAP inhibitor 0.2, PPARg SRC-2 ag 0.9 and bIAP act 1.

High-throughput results from PubChem.

Not a hit list; any-hit rate near 1.6%.
